From PubChem
CDK5 p35 inh – blocks human CDK5/p35 kinase activity; inhibition, % at 10 µM; Q00535+Q15078; Recombinant CDK5/p35, ADP-Glo luminescence, 60 min; 330,000 tested, 0.01% active; AID 488839;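 active = highest replicate inhibition of at least 50% and at least 75% of replicates reaching 50%; inconclusive = only one of the two criteria met; inactive = both criteria failed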;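 note: plate controls were DMSO neutral control for no effect and GW8510 at 10 µM for full effect; many of its hits are not listed in these tables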
NSD2 inh – inhibitors of human histone methyltransferase NSD2. O96028. NSD2 peptide methylation, AlphaScreen, 120 min. inhibition, % at 12.5 µM. 310,000 tested, 0.54% active; in the data active = inhibition above about 50%
MITF TRPM1 HTS – increases MITF-driven TRPM1 promoter luciferase signal; SK-MEL-5 TRPM1-promoter luciferase, 24 h; % of positive control, neutral wells = 0; activation, % at 12.5 µM; 300,000 tested, 0.75% active; AID 588334;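 active = mean activation of at least 80% with every replicate also reaching 80%; inconclusive = mean reaches 80% but some replicate falls short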;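 note: 0% = neutral control wells and 100% = parthenolide positive control wells; values of inactives mirror those of a sister screen read the other way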
PvdQ inh – P. aeruginosa PvdQ acylase inhibition; purified PvdQ acylase, fluorescence plate reader; inhibition, % at 10 µM; 340,000 tested, 0.063% active; in the data active = inhibition above about 30%, passing the limit was not always enough; inconclusive = no clear call, values can overlap the other calls;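 note: 0% = vehicle neutral wells and 100% = reference inhibitor wells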
HTR5A inv ag – counter-screen for OPRM1-OPRD1 inverse agonists: human HTR5A inverse agonism. P47898. HTR5A cell line, luminescence. inhibition, % at 9.3 µM. 340,000 tested, 0.083% active. AID 504634; in the data active = inhibition mostly above about 23%, no sharp cut-off; inactive = mostly below about 18%;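 note: 0% = cells with DMSO and 100% = no-cell wells with DMSO; some compounds called inactive have numbers as strong as hits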
Target sequence (P47898 whole entry, looked up): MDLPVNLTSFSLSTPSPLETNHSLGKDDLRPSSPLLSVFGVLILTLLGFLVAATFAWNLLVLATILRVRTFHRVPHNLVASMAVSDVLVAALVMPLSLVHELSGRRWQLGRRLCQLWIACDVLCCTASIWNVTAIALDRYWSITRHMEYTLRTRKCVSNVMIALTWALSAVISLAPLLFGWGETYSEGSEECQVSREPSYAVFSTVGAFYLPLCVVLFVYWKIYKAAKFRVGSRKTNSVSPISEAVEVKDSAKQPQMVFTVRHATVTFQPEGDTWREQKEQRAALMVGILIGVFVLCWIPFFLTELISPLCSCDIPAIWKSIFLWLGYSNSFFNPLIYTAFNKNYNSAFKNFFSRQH
Wnt act – activators of Wnt/beta-catenin signaling; Wnt/beta-catenin reporter cell assay, activator, plate reader; activation, % at 9.35 µM; 300,000 tested, 1.2% active; AID 743398; in the data active = activation above about 30%, passing the limit was not always enough; inconclusive = no clear call, values can overlap the other calls;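 note: 0% = neutral control wells and 100% = positive control wells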
V-ATPase pHluor – regulators of yeast V-ATPase proton transport | S. cerevisiae, pHLuorin cytosolic pH fluorescence | response, % at 10 µM | 350,000 tested, 0.37% active | AID 504577; in the data active = response mostly above about 7.3%, no sharp cut-off; inactive = mostly below about 5.4%; note: actives read high; inactives centre near 0; some compounds called inactive have numbers as strong as hits; reference of the scale not given here
SR-BI HDL uptake – mouse SR-BI HDL lipid transfer inhibition; Q61009; ldlA[mSR-BI] CHO cells, DiI-HDL uptake fluorescence, 3 h; inhibition, % at 12.5 µM; 320,000 tested, 0.96% active;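 active = mean replicate inhibition of at least 70% and a set share of replicates each scoring 70 or more; inconclusive = meets just one of the two criteria; inactive = fails both criteria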;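 note: 0% = median of neutral control wells and 100% = median of positive control wells; values of inactives mirror those of a sister screen read the other way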
Target sequence (Q61009 whole entry, looked up): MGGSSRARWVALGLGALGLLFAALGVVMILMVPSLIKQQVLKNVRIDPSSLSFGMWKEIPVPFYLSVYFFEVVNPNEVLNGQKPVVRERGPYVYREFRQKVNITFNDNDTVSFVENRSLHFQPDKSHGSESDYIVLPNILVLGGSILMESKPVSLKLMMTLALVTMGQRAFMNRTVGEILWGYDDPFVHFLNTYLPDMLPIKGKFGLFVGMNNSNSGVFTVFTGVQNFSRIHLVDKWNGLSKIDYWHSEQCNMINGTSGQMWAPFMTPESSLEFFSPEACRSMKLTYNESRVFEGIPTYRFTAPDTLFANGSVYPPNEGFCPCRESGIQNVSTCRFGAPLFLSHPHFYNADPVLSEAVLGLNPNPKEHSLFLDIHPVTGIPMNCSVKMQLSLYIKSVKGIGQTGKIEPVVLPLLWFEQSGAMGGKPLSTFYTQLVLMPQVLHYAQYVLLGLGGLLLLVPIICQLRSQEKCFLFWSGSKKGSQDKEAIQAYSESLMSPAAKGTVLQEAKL
dFosB act – mouse delta FosB homodimer activation. 340,000 tested, 0.99% active. activation, % at 25 µM. purified delta FosB, TAMRA-CDK5 oligo fluorescence polarization; percent of positive-control signal above neutral wells. AID 493131. P13346;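 active = mean activation above about 17%, with every replicate also reaching it, limit read from the data, passing the limit was not always enough; inconclusive = only one of the two conditions met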;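 note: fluorescence polarization rise as delta FosB binds a TAMRA Cdk5 AP-1 oligo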
HTR5A ag ctr – counter-screen for OPRM1-OPRD1 agonists: human HTR5A agonism; P47898; activation, % at 9.3 µM; HTR5A agonist assay, luminescence, cell-based; 340,000 tested, 0.61% active; in the data active = activation mostly above about 9.5%, no sharp cut-off; inactive = mostly below about 7.6%;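 note: 0% = cells with vehicle only and 100% = reference agonist; strong numbers were not always called active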
Active calls of the source: *; ? = inconclusive; / = not tested or not shown.

SMILES	CDK5 p35 inh	NSD2 inh	MITF TRPM1 HTS	PvdQ inh	HTR5A inv ag	Wnt act	V-ATPase pHluor	SR-BI HDL uptake	dFosB act	HTR5A ag ctr
CCN(CC)S(=O)(=O)c1cc(NS(=O)(=O)c2cccc(Cl)c2Cl)ccc1C	-0.2	0	6	10	-26	-2	-1	-12	0	8
Cc1ccc(-c2nsc(SCC(=O)Nc3ccc4c(c3)OCO4)n2)cc1	-1.3	-2	21	-16	-15	/	6	-13	24*	11
COc1cccc(C(=O)Nc2cccc3ccccc23)c1	0.0	0	22	-22	-29	2	1	16	-3	5
Cc1ccccc1-c1nc(S(=O)(=O)c2ccccc2)c(NCCCN2CCOCC2)o1	-0.3	5	9	5	10	-3	-3	-9	0	-4
COc1ccc(Oc2nc(C)nc3c2oc2ccccc23)cc1	0.0	-5	/	-12	-7	-2	3	-5	-12	1
Cc1ccc(S(=O)(=O)Nc2cc3c(C(=O)Nc4ccccc4)c(C)oc3c3ccccc23)cc1	-0.6	-1	-11	-9	-16	0	-2	-12	-2	5
CC1CCc2nc3ccc(S(=O)(=O)N4CCC(C(=O)N5CCCCC5)CC4)cc3c(C(=O)O)c2C1 (centres undefined)	0.2	/	-8	-11	-12	-2	-1	/	-2	4
CS(=O)(=O)N1CCN(c2ccccc2NC(=O)c2ccc(Cl)cc2)CC1	-0.4	5	-7	-13	-14	/	0	46	-9	2
CC(=O)c1sc(N/N=C\c2ccc(C)cc2)nc1C	-0.6	-2	?	-13	-9	0	-3	-2	-12	4
CCNC(=O)CC1C(=O)N(c2ccc(OC)cc2)C(=O)N1CCOC (centres undefined)	-1.8	1	3	-16	1	-1	-6	1	-2	0
O=C(NNC(=O)c1ccc([N+](=O)[O-])cc1C(=O)O)c1ccncc1	-1.0	/	-3	0	-2	1	-1	5	-7	1
O=C(CCNC(=O)Cn1cnc2ccccc2c1=O)NCCC1=CCCCC1	-0.3	5	-7	3	2	/	1	-32	3	3
COc1cccc(/C=N/n2c(N)c(S(=O)(=O)c3cccs3)c3nc4ccccc4nc32)c1OC	0.2	-2	-25	6	0	1	7	22	-1	0
CN(CC(=O)Nc1ccccc1Br)C(=O)CCc1ccccc1	-1.2	-4	/	-8	-12	-2	4	/	-2	4
CCCN1C(=O)/C(=C/c2ccc3c(c2)OCO3)NC1=S	-0.6	2	-12	13	10	-1	0	-19	-5	-4
Cc1cc(OCC[N+]2(C)CCCCC2)nc2ccccc12	0.5	2	-12	-9	-12	0	0	4	-17	5
C=CCSc1nnc(NC(=O)COc2ccccc2)s1	-3.2	-3	18	-21	10	3	-2	0	1	-4
COc1ccc(CCNC(=O)C(=O)NCC2CCCN2S(=O)(=O)c2cccs2)cc1OC (centres undefined)	-1.0	-1	2	-12	-1	-1	0	6	-4	0
Fc1ccc(NC(=S)N2CCN(c3cccc(C(F)(F)F)c3)CC2)cc1	-0.1	0	4	-17	2	-2	-3	-11	-1	4
O=C(Cn1nc(-c2ccccc2)c2ccccc2c1=O)Nc1ccc(O)cc1	1.0	11	4	-8	-20	0	-2	-5	15	0
CCN(CC)c1ccc(/C=N/NC(=S)NCc2ccccc2)c(O)c1	-0.6	-1	-17	11	2	0	0	63	-3	-1
COc1ccc(C(=O)NCCN2CCOCC2)cc1OC	-1.0	-1	6	-9	-18	/	5	2	4	7
O=C(Nc1ccccc1)N(Cc1ccccc1)C1=NCCS1	0.5	0	/	-14	-7	/	-1	-1	3	2
CC1CCN(C(=O)c2cc3ccccc3c(=O)o2)CC1	1.5	-2	-3	-5	-10	14	-3	-15	9	4
COc1ccccc1CN1CC(C(=O)NCCSc2nnnn2C)CCC1=O (centres undefined)	-1.0	-3	-4	-10	14	-2	3	-30	5	-5
Other structures:
SMILES	CDK5 p35 inh	NSD2 inh	MITF TRPM1 HTS	PvdQ inh	HTR5A inv ag	Wnt act	V-ATPase pHluor	SR-BI HDL uptake	dFosB act	HTR5A ag ctr
CN(C)c1ccc(C(CNS(=O)(=O)c2ccc([N+](=O)[O-])cc2)N2CCCC2)cc1 (centres undefined)	-0.2	18	6	2	20	-1	1	-2	-6	-8
O=C(Nc1cccc(F)c1)N1CCCC(CNS(=O)(=O)Cc2ccccc2)C1 (centres undefined)	-1.8	-4	-13	-9	-2	-1	1	-2	-2	1
Cc1ccccc1-c1nc(CS(=O)CC(=O)NC2CC2)c(C)o1 (centres undefined)	1.2	0	2	-7	-4	0	1	2	6	1
C#CCOCCOCCOCCNc1nc(N2CCN(C(=O)C(Cc3ccc(O)cc3)n3cc(C(N)C(C)CC)nn3)CC2)nc(N2CCN(C(=O)C(Cc3ccc(O)cc3)n3cc(C(N)C(C)CC)nn3)CC2)n1 (centres undefined)	-1.8	/	-7	-8	-22	0	4	-19	1	3
Cc1nc(N2CCN(Cc3ccc4c(c3)OCO4)CC2)c2cc(-c3ccccc3)sc2n1	-0.4	-1	-10	-4	13	0	4	20	-18	3
Cc1cccc(NC(=O)Nc2ccc(Cl)cc2)n1	0.6	-5	/	-18	-2	-1	-1	7	-3	1
Cc1nnc(SCC(=O)Nc2ccc(Cl)cn2)n1Cc1ccccc1	-4.8	-6	/	-4	2	-6	1	15	7	3
CCOC(=O)CCc1nn(C)c(=O)c2ccccc12	0.7	1	-5	-11	1	-2	2	-14	-1	1
O=C(CSc1nnc2sc3ccccc3n12)NCc1ccc2c(c1)OCO2	-4.4	/	7	-17	-13	-1	-4	1	-2	5
CC(C)(C)NC(=O)CSc1nc(Cc2ccccc2)nc2ccccc12	-1.1	-2	/	-9	15	-4	-1	-1	-2	-4
O=C(c1ccc(Cn2c(=S)[nH]c3ccc(N4CCOCC4)cc3c2=O)cc1)N1CCN(c2ccc(F)cc2)CC1	-1.3	-2	39	5	8	21	0	62	-9	-3
CSc1ncc(C(=O)Nc2ccc(Br)cn2)c(C)n1	-0.1	0	12	5	3	5	-2	-13	-12	-1
COc1ccc2cc(CN(CC3CCCO3)C(=S)Nc3ccccc3)c(=O)[nH]c2c1 (centres undefined)	2.1	1	-20	9	6	-10	1	27	-6	4
CCOC(=O)Cc1csc(NC(=O)COC(=O)/C=C/c2ccc(OC)cc2)n1	-0.7	/	7	11	3	0	0	17	3	3
O=C(NC(=S)Nc1ccc2c(c1)OCCO2)c1cccc2ccccc12	-0.1	-25	-11	2	13	18	2	-11	11	3
Cc1nc(NCCN2CCOCC2)c2nnn(Cc3ccccc3Cl)c2n1	0.3	-1	5	-17	-7	/	2	-5	4	-1
O=C(/C=C/c1ccccc1)NC(=S)N1CCSCC1	-4.4	/	4	-10	0	0	-1	-17	5	0
COC(=O)c1ccc(N2C(=O)C3CC(C)=C(C)CC3C2=O)cc1 (centres undefined)	-0.9	/	1	-3	-10	-2	0	-6	-1	4
Cc1ccc(OCC(=O)N/N=C/c2ccncc2)cc1	0.7	0	-3	-6	-1	/	3	-26	-7	0
COc1ccc(CCNS(=O)(=O)c2cnc(Cl)c(Br)c2)cc1OC	0.6	-2	-1	-8	4	-1	0	-11	2	-1
CC(C)Cc1nn2c(=O)cc(CSCC(=O)Nc3ccccc3F)nc2s1	0.3	15	7	-10	9	0	-1	-14	-5	-1
CCN(CC)C1=NC=CC(c2ccccc2)=CC1C (centres undefined)	1.0	7	7	-4	7	0	-1	-13	-1	3
COc1cc(NC(=S)NCc2ccc(S(N)(=O)=O)cc2)c(OC)cc1Cl	0.5	4	3	-2	-19	-1	-2	14	2	2
Cc1ccc(/C=N/N2CCN(c3ccccc3)CC2)cc1	0.5	-1	73	-16	-2	7	-3	-8	-7	1
O=C(/C=C/c1ccco1)N1CCCC(c2ccccc2)C1 (centres undefined)	-0.8	2	2	-14	-17	-3	-1	-16	-9	0
Remaining list, next part
SMILES	CDK5 p35 inh	NSD2 inh	MITF TRPM1 HTS	PvdQ inh	HTR5A inv ag	Wnt act	V-ATPase pHluor	SR-BI HDL uptake	dFosB act	HTR5A ag ctr
CCCCN(C(=O)C1CCN(C(=O)c2ccccc2C)CC1)c1c(N)n(CCCC)c(=O)[nH]c1=O	0.9	-4	-2	-10	12	-3	-2	-22	-4	-3
Cc1noc(NC(=O)c2ccccc2Cl)c1C#N	-0.6	1	6	12	7	-3	1	-6	2	-3
CCN1CCN(CC(=O)c2c[nH]c3ccccc23)CC1	-0.8	4	-7	-14	12	-5	-1	6	3	-4
O=C(CNCc1cccs1)NC12CC3CC(CC(C3)C1)C2	0.5	6	8	-6	-25	0	2	-12	2	0
Cn1c(=O)cc(SCC(=O)NCC2COc3ccccc3O2)c2ccccc21 (centres undefined)	-4.1	7	/	2	-7	0	2	11	-15	3
CCOc1ccc(CCNC(=O)c2cccc(NC3=NC4CS(=O)(=O)CC4S3)c2)cc1OCC (centres undefined)	-6.0	/	/	-14	-11	0	5	63	-3	-3
O=C(NCCSc1c[nH]c2ccccc12)c1ccc(Br)o1	0.9	/	/	-13	-26	-2	1	18	-6	3
CCOc1ccc(S(=O)(=O)NCCC(=O)NC2CCCCC2)cc1	-6.6	1	10	-12	-3	0	-1	-56	-6	1
c1ccc(-n2nnnc2N2CCOCC2)cc1	-3.8	-2	0	-6	-3	/	3	-12	0	3
CC12CC3CC(C)(C1)CC(C(=O)NCc1ccco1)(C3)C2	1.7	2	-1	-9	-6	0	-4	10	-9	2
CC[C@H](C)[C@@H](C(=O)NCCCCCCCCCCC(=O)N1CCNCC1)n1cc(CCCCN=C(N)N)nn1	0.0	/	3	-14	5	6	1	-6	3	-2
Oc1ccc(/C=N/Nc2ccc3ccccc3c2)c(O)c1	-0.2	3	3	-6	4	5	1	23	-14	-2
COc1ccc(C2c3ccc(O)cc3Oc3ncn(CC(C)C)c(=N)c32)cc1 (centres undefined)	0.3	/	3	0	-2	-6	-1	14	-6	1
Nc1cc(=O)nc(SCc2ccccc2)n1Cc1ccco1	-2.4	2	-1	-11	17	-1	4	-1	-12	-2
COc1ccccc1NC(=O)c1ccc(S(=O)(=O)N2CCCC(C)C2)cc1 (centres undefined)	-0.6	-3	10	1	-18	-6	-4	39	-5	7
COCCCn1c(=O)c2ccccc2n(Cc2ccccc2C)c1=O	0.7	3	10	-5	-22	-1	2	2	-9	1
CN(C)S(=O)(=O)c1cc(NC(=O)COC(=O)CC2CC3CCC2C3)ccc1Cl (centres undefined)	1.1	-1	6	8	0	-3	0	-8	-10	0
O=C(/C=C/c1ccc(N2CCOCC2)cc1)c1ccccc1	1.2	-2	52	-1	3	39*	-3	-12	-8	3
CC(C)(C)OC(=O)NC(Cc1ccccc1)C(=O)O (centres undefined)	1.0	1	8	-20	-10	-2	7	-34	-8	4
Cc1nc(N)[nH]c(=O)c1CCCNS(=O)(=O)c1ccc([N+](=O)[O-])cc1	-0.1	-2	-10	-6	0	-2	-2	-4	-4	0
CC(=O)c1sc(NC(=O)CSCc2c(C)noc2C)nc1-c1ccccc1	-0.8	-1	-5	-17	14	1	-2	7	-10	-6
CC1CCC(=O)N(CCC#N)CC1 (centres undefined)	1.0	/	5	-2	1	2	3	2	4	-1
